a7 integrin act = activators of alpha7 integrin expression for muscular dystrophy. alpha7betagal myoblasts, beta-gal FDG fluorescence, 48 h. Potency, µM (titrated, usually from 38.3 µM), inactives show top-dose activation, most hits filed as activators. actives 0.064% (n = 350,000);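 note: potency is the fitted concentration of half-maximal effect; 100% = response of the positive control SU9516; nearly all actives have a fitted effect of over 60% in size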
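Alpha7betagal+/- myoblasts (passage 13) were plated 16-24 hr, then exposed to compounds (1:260 dilution of DMSO stock) for 48 hours at 37C. After MPER lysis, β-galactosidase reporter activity was read as FDG fluorescence (ex 480/em 540) after 30 minutes.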
FBPA coupling cs = counter-screen for Giardia aldolase inhibitors: coupling enzyme system; AID 2472; actives 0.67% (n = 290,000); activity change, negative = inhibition, % at 58.2 µM, hits read low; coupling enzyme system counterscreen, AmpLite Red fluorescence; in the data active = activity change below about -30%; note: % is set by controls: 0 for no effect and ±100 for the full control effect
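Fluorescence at 525 nm excitation and 598 nm emission measured inhibition of the coupled detection system without aldolase. Compounds (at 57.5 uM final) were preincubated 10 min at room temperature with coupling enzyme reagent before a 20 min substrate/AmpLite Red step.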
ASM inhibitor = human S-ASM enzyme inhibition; P17405; placental ASM, HMU-PC fluorogenic substrate, 60 min; Potency, µM (titrated, usually from 57.5 µM), inactives show at the top dose activity change, negative = inhibition, usual class: inhibitors; actives 0.006% (n = 340,000); AID 504937; note: potency is the fitted concentration of half-maximal effect
Target sequence (P17405 47-631 limits assumed): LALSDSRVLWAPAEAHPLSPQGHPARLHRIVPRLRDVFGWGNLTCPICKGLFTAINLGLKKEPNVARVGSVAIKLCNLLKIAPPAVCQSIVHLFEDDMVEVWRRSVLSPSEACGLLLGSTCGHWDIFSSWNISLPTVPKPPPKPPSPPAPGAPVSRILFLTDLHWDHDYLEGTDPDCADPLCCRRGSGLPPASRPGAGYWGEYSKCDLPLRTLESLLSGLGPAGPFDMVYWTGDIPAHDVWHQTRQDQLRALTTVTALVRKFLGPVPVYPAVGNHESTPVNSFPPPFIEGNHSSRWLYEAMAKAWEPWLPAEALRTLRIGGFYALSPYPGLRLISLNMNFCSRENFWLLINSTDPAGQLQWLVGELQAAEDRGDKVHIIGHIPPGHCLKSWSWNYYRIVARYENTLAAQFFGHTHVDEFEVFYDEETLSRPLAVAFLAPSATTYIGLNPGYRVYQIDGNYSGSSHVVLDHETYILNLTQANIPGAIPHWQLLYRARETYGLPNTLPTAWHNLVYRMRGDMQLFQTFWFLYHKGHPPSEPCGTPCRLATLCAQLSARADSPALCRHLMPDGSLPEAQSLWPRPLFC
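Fluorogenic HMU-PC substrate (9 uM final) is turned over by placental ASM in 60 min at 37 C after a 10 min compound preincubation. Reaction ended by alkaline stop (pH 10), with fluorescence read at 386/447 nm.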
GALK inh = inhibitors of human galactokinase; P51570; Purified GALK, Kinase-Glo residual ATP luminescence; Potency, µM (series often up to 57.5 µM), for inactives: at the highest dose activity change, negative = inhibition, usual class: inhibitors; actives 0.007% (n = 270,000); note: potency is the fitted concentration of half-maximal effect; % is set by controls: 0 for no effect and ±100 for the full control effect
Target sequence (P51570 whole entry, looked up): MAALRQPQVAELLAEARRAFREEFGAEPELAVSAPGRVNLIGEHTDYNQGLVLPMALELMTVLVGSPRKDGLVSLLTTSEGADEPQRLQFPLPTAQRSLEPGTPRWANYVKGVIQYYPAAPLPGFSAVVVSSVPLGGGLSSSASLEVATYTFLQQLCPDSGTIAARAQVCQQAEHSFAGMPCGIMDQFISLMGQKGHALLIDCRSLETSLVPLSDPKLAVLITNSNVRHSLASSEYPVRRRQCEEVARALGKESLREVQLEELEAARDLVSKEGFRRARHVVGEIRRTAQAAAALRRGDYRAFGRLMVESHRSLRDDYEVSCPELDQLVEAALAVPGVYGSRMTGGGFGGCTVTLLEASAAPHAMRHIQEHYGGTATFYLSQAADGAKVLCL
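Compounds were pin-transferred into ATP buffer (35 uM final), then GALK plus galactose (5 nM, 100 uM final) was added. After 1 h at room temperature, Kinase-Glo Plus was added and luminescence read after 10 min.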
hERG WT inh = inhibitors of human wildtype KCNH2 potassium channel. actives 0.37% (n = 340,000). U2OS, BacMam KCNH2, thallium flux FluxOr; hits give low values. activity change, % at 1.84 µM. AID 720551. Q12809;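 active = maximum activity change below -70%; inconclusive = maximum activity change between -70% and -50%; inactive = maximum activity change above -50%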; note: % is set by controls: 0 for no effect and ±100 for the full control effect
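U2OS cells transduced with wild-type KCNH2 virus are loaded with FluxOr dye for 45 min, and thallium flux is measured in kinetic reads before and after stimulation buffer. Rate constants are normalized to DMSO controls.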
MBNL1-CUG inh = inhibitors of human MBNL1 binding to CUG repeat RNA | Q9NR56 | TR-FRET MBNL1-His/biotin-(CUG)12 binding, 665/545 ratio | Potency, µM (doses to about 57.5 µM), without a hit: at the top dose activity change, negative = inhibition, most hits filed as inhibitors | actives 0.036% (n = 280,000); active = well fitted inhibition curve with a large enough effect in the signal ratio, with a control signal flat, not every such curve was filed as active; inconclusive = small, poorly fitted or top-dose-only effect, or effect the other way, or a change in a side signal; inactive = no such curve, though single readings can be large or run the other way; the % refers to the signal ratio; note: potency is the fitted concentration of half-maximal effect; % is set by controls: 0 for no effect and ±100 for the full control effect
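Inhibition of protein-RNA binding appears as loss of TR-FRET between terbium anti-His antibody on MBNL1-His and streptavidin-XL665 on biotin-(CUG)12. Activity is normalized to buffer-only and uninhibited-complex controls.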
TRPV1 agonist = human TRPV1 agonism; actives 0.19% (n = 320,000); activation, % at 8.33 µM; TRPV1-expressing cells, Fluo-8 calcium influx, agonist mode; in the data active = activation above about 80%; inconclusive = between about 30% and that limit; note: 0% is about no effect
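Fluo-8 calcium influx in TRPV1-expressing cells, kinetic read (ex 480/em 520 nm). Compound added and read 3 min for agonist activity, followed by capsaicin at EC20 final and 2 min further read for enhancement.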
KCNH2 3.1 inh = inhibitors of human KCNH2 3.1 potassium channel isoform; U2OS KCNH2 3.1, thallium flux FluxOr; hits give low values; activity change, % (tested at about 1.8 µM); actives 0.95% (n = 340,000); AID 720553;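 active = maximum activity change below -70%; inconclusive = maximum activity change from -70% to -50%; inactive = maximum activity change above -50%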;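 note: thallium influx rate constant from kinetic fluorescence after stimulation buffer; % is set by controls: 0 for no effect and ±100 for the full control effect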
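Thallium flux read-out: FluxOr dye with Red40 quencher in HBSS/HEPES, 45 min at RT. Rate constants from kinetic reads were normalized to positive and negative DMSO controls. Cells: U2OS virally expressing the 3.1 isoform.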
A-T KAP1 phos = potential ataxia-telangiectasia treatment. actives 0.19% (n = 320,000). […] A-T fibroblasts, KAP-1 phosphorylation AlphaLISA; neocarzinostatin DNA damage 30 min before lysis. AID 485349. Potency, µM (doses to about 57.5 µM), for the others: top-dose activation, actives largely listed as activators; note: potency is the fitted concentration of half-maximal effect; % of control where 0% means no effect; nearly all actives have a fitted effect of over 45% in size
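hTERT-immortalized A-T patient fibroblasts ([…]), 500 cells/well in OPTI-MEM, 1% FBS, got compounds for 60 min, then NCS for 30 min at 37C. Lysates were then assayed for phospho-KAP-1 by AlphaLISA (anti-pKAP1 donor, anti-KAP1 acceptor beads), 6 hr at 25C.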
CXXC DNA block = MLL CXXC-DNA interaction inhibition | actives 0.037% (n = 290,000) | MLL-CXXC / FITC-HOXA9 DNA fluorescence polarization | Potency, µM (top dose mostly 115 µM), without a hit: at the highest dose activity change, negative = inhibition, hits mostly inhibitors | Q03164 | AID 2662; active = well fitted inhibition curve with a large enough effect in the polarisation, with a control signal flat, not every such curve was filed as active; inconclusive = small, poorly fitted or top-dose-only effect, or effect the other way, or a change in a side signal; inactive = no such curve, though single readings can be large or run the other way; the % refers to the polarisation; note: potency is the fitted concentration of half-maximal effect
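Steps: dispense CXXC domain solution (7 uM) → pin compounds or unlabeled HOX-A9 DNA control → 5 min ambient → add FLSN-HOX-A9 solution (50 nM) → spin → 30 min ambient → fluorescence polarization. Tris pH 7.5/NaCl/DTT/BSA buffer.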
The depositor's hits bear a star; ? = inconclusive; nt = not tested or not shown; [ ] = remark or other dose. Unless noted, calls come from the whole dose curve; as a rule, active = well fitted curve in the direction sought with a large enough effect; inconclusive = small, poorly fitted or top-dose-only effect, or another doubt; inactive = no such curve, though single readings can be large; an effect the other way counts as inactive or inconclusive.

#	SMILES	a7 integrin act	FBPA coupling cs	ASM inhibitor	GALK inh	hERG WT inh	MBNL1-CUG inh	TRPV1 agonist	KCNH2 3.1 inh	A-T KAP1 phos	CXXC DNA block
1	O=C(CN1C(=O)COc2ccc(S(=O)(=O)N3CCOCC3)cc21)Nc1cccc(Cl)c1	-3.3%	nt	-2.8%	4.2%	20.2	-2.1%	5.6	-4.0	1.0%	1.8%
2	CCc1ccc(CNC(=O)C2CCN(S(=O)(=O)N3CCC4(CC3)OCCO4)CC2)cc1	-35.2%	3.7	2.9%	7.6%	nt	-12.7%	2.0	-4.6	1.8%	5.4%
3	COc1ccc(-c2cc(-c3ccccc3)nc(SC(C)C(=O)O)c2C#N)cc1 (stereo not given)	-14.4%	7.0	1.3%	-1.8%	-1.0	50.5%[activator]	4.2	2.3	3.2%	?
4	CCCn1c2ccccc2c2nnc(SCc3[nH]c(=O)[nH]c3C(=O)CCCCC(=O)OCC)nc21	-13.9%	0.4	-1.9%	0.5%	2.7	?	-4.0	-20.7	-1.8%	33.3%[activator]
5	O=C(Cc1ccc(Cl)cc1)NCC(=O)N1CCN(Cc2ccccc2)CC1	-5.3%	nt	1.0%	2.9%	-14.1	-3.3%	-0.9	nt	10.9%	0.6%
6	O=C(NC1CCCCC1)c1ccccc1NC(=O)C1CC(=O)N(c2ccc(Cl)cc2)C1 (stereo not given)	16.3%	1.2	-0.5%	0.4%	-1.8	15.8µM*	-0.5	-27.7	nt	-5.5%
7	O=C(O)c1ccc(COc2ccc3c(c2)CCC3)cc1	-4.0%	19.7	8.5%	12.2%	5.0	-13.6%	-0.5	4.1	-3.4%	2.9%
8	O=C1CCN(c2ccc([N+](=O)[O-])cc2F)CC1	-6.8%	0.2	-0.7%	-0.5%	-3.7	?	4.5	-1.1	0.8%	?
9	CCCCCNC(=O)C(C)Sc1ccc(Cl)cc1 (stereo not given)	-1.7%[7.66 µM]	3.4	2.5%	-0.9%	31.4	7.6%	?	-4.8	2.9%	-2.7%
10	Cc1cccc(Nc2c([N+](=O)[O-])c(=O)n(C)c3ccccc23)c1	-17.2%	-0.1	-2.5%	0.9%	4.9	nt	-0.3	-1.1	-2.9%	-6.9%
11	CC(C)CN(C(=O)c1ccc(C(F)(F)F)cc1)c1c(N)n(CC(C)C)c(=O)[nH]c1=O	?	2.0	3.2%	9.8%	3.1	-9.9%	-0.5	11.4	1.2%	6.0%
12	CN1CCN(C(=O)c2ccc(CSc3nc4ccncc4n3Cc3ccc(F)cc3)cc2)CC1	11.2%	1.0	4.3%	nt	3.8	-18.8%	-5.6	-1.5	1.4%	-1.9%
13	COc1cc(S(=O)(=O)N(Cc2ccccc2)CC2CCCO2)ccc1-n1cnnn1 (stereo not given)	-14.3%	0.6	-0.4%	-1.7%	2.9	10.8%	0.4	0.5	0.0%	-3.6%
14	O=S1(=O)NC(CC2=CCCCC2)C2CCCCC2O1 (stereo not given)	-2.7%	2.7	2.6%	nt	-7.8	-3.1%	4.7	-0.6	-1.7%	10.5%
15	O=C(CN1C2CCCC1CC(NC(=O)C1CCCCC1)C2)Nc1ccccc1 (stereo not given)	-12.2%	-2.2	0.5%	-1.2%	6.5	-2.2%	-0.4	-4.6	-0.9%	-2.5%

(list continues)
#	SMILES	a7 integrin act	FBPA coupling cs	ASM inhibitor	GALK inh	hERG WT inh	MBNL1-CUG inh	TRPV1 agonist	KCNH2 3.1 inh	A-T KAP1 phos	CXXC DNA block
16	COc1ccc(OC)c(S(=O)(=O)Nc2ccccc2F)c1	3.9%	2.1	-2.6%	-1.0%	6.1	-6.9%	11.9	-13.3	9.4%	-0.8%
17	Cc1cc(C)cc(NC(=O)COC(=O)c2cccc(S(=O)(=O)N3CCCCC3)c2)c1	-8.0%	nt	-2.9%	nt	11.4	nt	-1.1	1.1	-1.1%	nt
18	Cc1sc2ncn(CC(=O)NCCCC(=O)N3CCN(c4ncccn4)CC3)c(=O)c2c1C	-12.7%	-0.5	-1.0%	-1.2%	-2.9	4.9%	2.0	-0.6	0.2%	8.5%
19	CN(C)C(/C=C/Nc1cccc(Br)c1)=C(C#N)C#N	2.0%	2.0	-2.5%	1.0%	17.9	6.8%	2.1	3.6	2.5%	-7.2%
20	O=C(CCCCCNC(=O)N1CCn2c1nc1ccccc12)N[C@@H](C(=O)O)c1ccccc1	4.0%	-1.2	6.0%	nt	-2.1	-7.4%	-2.3	0.9	-8.2%	-12.4%
21	Cc1cccc(C(=O)C2CCOC(C)(C)C2)c1 (stereo not given)	?	-0.1	-11.3%	-0.2%	-0.9	nt	0.7	-18.2	-6.1%	-6.1%
22	Cc1nc2c(ncn2-c2ccccc2)c(=O)n1NC(=O)CN1CCCCC1	13.1%	2.3	-0.7%	1.1%	0.2	6.6%	0.5	-24.3	1.8%	-7.0%
23	O=C(Nc1ccccc1Cl)c1cccc(NC(=O)C2CCCC2)c1	-14.8%	0.8	-0.8%	-3.3%	-1.6	-11.2%	17.1	-30.0	2.1%	-3.2%
24	COC(=O)c1ccc(NC(=O)c2ccccc2CC[N+](=O)[O-])cc1	-22.9%	0.8	-0.8%	10.0%	0.8	nt	5.3	-8.4	-1.2%	-0.7%
25	Cc1ccc(C)c(NC(=O)CSc2nc(C)cs2)c1	25.2%	nt	2.0%	nt	-0.9	nt	-0.6	18.0	2.1%	nt
26	Cc1ccc(CNC(=O)CCC(=O)c2cccs2)cc1	16.4%	-3.9	1.5%	-0.3%	-3.2	3.3%	1.4	-14.7	1.3%	9.5%
27	CCCc1ccc(OCCNC(=O)c2ccco2)cc1	38.1%	nt	0.5%	-9.2%	3.5	0.4%	?	-11.6	-9.3%	40.5%[activator]
28	Cc1ccc(C(=O)Nc2sc3c(c2C(=O)O)CCCCC3)o1	15.4%	2.6	5.4%	4.7%	1.2	-9.7%	2.9	8.6	10µM*	-2.7%
29	CCOC(=O)NCc1ccc(CNC(=O)OCC)cc1	13.9%	2.6	-2.7%	3.1%	7.4	1.9%	-1.0	1.0	9.8%	13.4%
30	O=C(NCC(=O)N(CC1CCCO1)C1(C(=O)NC2CCCC2)CCCCC1)c1ccccc1 (stereo not given)	-4.7%	0.3	-0.1%	1.2%	-24.2	7.4%	7.4	9.3	nt	-4.4%

(continued)
#	SMILES	a7 integrin act	FBPA coupling cs	ASM inhibitor	GALK inh	hERG WT inh	MBNL1-CUG inh	TRPV1 agonist	KCNH2 3.1 inh	A-T KAP1 phos	CXXC DNA block
31	CCN(CC)S(=O)(=O)c1ccc(OC)c(NC(=O)CSc2ccccc2)c1	7.8%	1.0	2.6%	2.6%	17.2	12.5%	7.4	-20.6	11.2%	2.4%
32	CC(C)(C)OC(=O)C[C@H]1C/C=C\C[C@H](CC(=O)N(CCO)Cc2ccccc2)C(=O)N[C@H](C(C)(C)C)COC1=O	13.0%	nt	3.8%	nt	-13.1	nt	nt	-5.1	1.8%	nt
33	Cc1cc(C[n+]2ccccc2)c2nsnc2c1	-40.4%	1.8	-0.6%	-1.1%	2.2	?	-1.0	11.2	0.8%	-3.6%
34	CCN(CC)CCNC(=O)c1sc2nc(-c3ccccc3)cn2c1C	-34.4%	0.6	-2.1%	nt	-0.9	0.5%	-4.1	-1.3	3.5%	nt
35	O=C(Cc1cccc(NC(=O)C2CCCN(C(=O)C3CCCC3)C2)c1)Nc1cccc(C(=O)N2CCCCC2)c1 (stereo not given)	-2.9%	nt	3.7%	nt	1.8	nt	nt	-6.8	nt	nt
36	CCc1nnc(NS(=O)(=O)c2ccc(NC(=S)NC(=O)c3ccc(OC)cc3)cc2)s1	7.1%	0.8	-4.9%	0.3%	11.6	-25.8%	-3.5	-11.3	-0.7%	9.1%
37	COc1cccc(/C=C/C(=O)OCC(=O)N2CCCc3ccccc32)c1	-24.5%	nt	-1.9%	nt	-23.1	nt	-6.4	4.9	5.4%	nt
38	O=S(=O)(NCCc1csc(-c2cccnc2)n1)c1cccs1	1.0%	-1.2	5.7%	0.5%	-27.9	11.5%	-2.2	3.2	-1.8%	-4.2%
39	COc1ccc(CCn2c(=O)[nH]c3cc(C(=O)N4CCN(c5ccccn5)CC4)ccc3c2=O)cc1OC	-8.3%	2.9	0.0%	-0.1%	1.2	-8.6%	-2.9	6.8	-1.4%	6.1%
40	COc1ccc(C2(c3ccc(O)cc3O)CC(c3ccccc3Cl)NC(=S)N2)cc1 (stereo not given)	16.0%	-2.1	8.4%	4.4%	-5.7	-4.6%	-0.2	11.3	-3.5%	45.2%[activator]

Bioassay records: PubChem BioAssay, National Center for Advancing Translational Sciences (NCATS)
